KCNK3 inh – human KCNK3 channel inhibitors, primary screen, CHO cells, FluxOR thallium flux, B-score | Potassium channel subfamily K member 3 (Homo sapiens), O14649 | FluxOR fluorescence; hits give low values | 0.84% of 340,000 active | AID 602410, 2012 | B-score at 10 µM;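 active = B-score under library mean minus 4 SD, starting fluorescence ratio at most library mean plus 5 SD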;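 also: more negative B-score means stronger inhibition of thallium flux through KCNK3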
PolyA inhibitor – polyadenylation inhibitors in yeast reporter cells, primary screen, luminescence, S. cerevisiae; 0.02% of 300,000 active; calls only at 12 µM; S. cerevisiae SKY197-pL101 polyadenylation reporter, beta-gal luminescence; efflux-impaired pdr1/pdr3 knockout yeast; score 100 = 6 SD above DMSO;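 active = lowest replicate activity score at least 50, where 100 means six control SD above control mean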;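 also: yeast exposed to compound for 9 h at 30 °C; higher score means more reporter readthrough which indicates perturbed polyadenylation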
RGS4 pot – RGS4 potentiators or activators, primary screen, cell-based, HEK293 M3R inducible RGS4, calcium flux; B-score at 10 µM; carbachol calcium flux Fluo4; hits give low values; 0.92% of 310,000 active;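 active = B-score of the integrated calcium signal more than 4 SD below the library mean, with starting fluorescence not abnormally high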;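 also: negative B-score means reduced calcium response which marks RGS4 activation or potentiation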
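Material: Inducible-RGS4 HEK293 cells carrying M3 receptor; also added: carbachol at ECmax as muscarinic agonist stimulus; incubation: compound preincubation 20 min at room temperature before agonist; signal: Fluo4-AM (2 µM) calcium-flux fluorescence, kinetic read; measure: integrated calcium ratio converted to B score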
KCNQ1 block – inhibitors of human KCNQ1 channel, primary screen, cell-based, thallium flux, high-throughput; Potassium voltage-gated channel subfamily KQT member 1 (Homo sapiens), P51787; 1.3% of 310,000 active; B-score at 10 µM; CHO-K1 KCNQ1, FluxOR thallium flux fluorescence; hits give high values; AID 2642, 2010;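 active = compounds whose thallium flux B-score, printed positive for inhibition, exceeds three library SD while starting fluorescence stays within three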;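 also: channel opened by potassium depolarization with thallium stimulus after 20 min compound exposure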
HDAC3 inh – HDAC3 deacetylase inhibitors, primary screen, biochemical, fluorescence, cell-free homogeneous. 0.15% of 320,000 active. recombinant HDAC3, fluorogenic peptide/trypsin coupled. AID 2718, 2010. Histone deacetylase 3 (Homo sapiens), O15379. inhibition, % at 8.3 µM; in the data active = inhibition above about 26%, passing the limit was not always enough
KCNQ1 act – potentiators or activators of KCNQ1 channel, primary screen, cell-based, thallium flux, high-throughput; 0.35% of 310,000 active; B-score at 10 µM; Potassium voltage-gated channel subfamily KQT member 1 (Homo sapiens), P51787; CHO-K1 KCNQ1, thallium flux FluxOR fluorescence; hits give high values;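 active = fluorescence ratio B-score, a plate-corrected score, at least three library SD, with initial intensity B-score within 5 SD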
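Schedule – 37 °C overnight plating, 90-min dark dye load, 20-min compound pretreatment · System – stable KCNQ1 CHO-K1 line · Probe or stimulus – thallium- and potassium-containing depolarizing buffer · Measured by – kinetic FluxOR fluorescence, 10 s baseline plus 110 s post-stimulus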
DYRK1A inh – rat Dyrk1A kinase inhibitors, primary screen, biochemical, single point, plate reader | inhibition, % at 12.5 µM | 0.43% of 310,000 active | Dual specificity tyrosine-phosphorylation-regulated kinase 1A (Rattus norvegicus), Q63470 | ADP-Glo luminescence, NFATc1 peptide; in the data active = inhibition above about 50%;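 also: plate controls were vehicle with enzyme for no effect and no enzyme for full effect; many of its hits are not listed in these tables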
KCNK9 inh – KCNK9 potassium channel inhibitors, primary screen, HEK293 cells, thallium flux | B-score at 10 µM | Potassium channel subfamily K member 9 (Homo sapiens), Q9NPC2 | 1.2% of 310,000 active | FluxOR thallium flux fluorescence; hits give low values | AID 488922, 2010;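 active = ratio B-score over 3 SD below the library mean, with starting fluorescence within 5 SD of its mean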;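 also: negative B-score means less thallium flux so channel inhibition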
GSK3A inh – blockers of GSK3A enzyme activity – biochemical, luminescence, cell-free homogeneous, HTS, primary screen. inhibition, % at 10 µM. 0.1% of 320,000 active. GSK-3 alpha kinase, ADP-Glo luminescence, 60 min. Glycogen synthase kinase-3 alpha (Homo sapiens), P49840;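 in the data active = inhibition above about 50%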;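 also: GST-tagged GSK-3 alpha with peptide substrate and 25 µM ATP; 0% = DMSO neutral wells and 100% = GW8510 positive control wells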
Target sequence (P49840 whole entry, looked up): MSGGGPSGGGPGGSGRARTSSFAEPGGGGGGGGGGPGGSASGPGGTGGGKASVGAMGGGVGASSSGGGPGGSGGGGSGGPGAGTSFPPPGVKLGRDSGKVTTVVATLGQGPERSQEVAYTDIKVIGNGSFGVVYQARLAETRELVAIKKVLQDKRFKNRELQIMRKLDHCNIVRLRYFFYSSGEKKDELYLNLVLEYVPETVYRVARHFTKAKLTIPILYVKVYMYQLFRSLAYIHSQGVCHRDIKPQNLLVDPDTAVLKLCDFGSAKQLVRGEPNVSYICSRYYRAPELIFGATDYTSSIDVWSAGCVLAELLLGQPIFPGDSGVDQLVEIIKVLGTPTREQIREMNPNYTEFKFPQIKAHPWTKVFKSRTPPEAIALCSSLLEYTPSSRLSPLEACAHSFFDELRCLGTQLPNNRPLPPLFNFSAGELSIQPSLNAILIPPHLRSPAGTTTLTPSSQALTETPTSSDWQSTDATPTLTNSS
hERG rescue – hERG rescue from dofetilide block, primary screen, cell-based, CHO-hERG, FluxOR thallium flux, dofetilide IC70. dofetilide IC70 present. activation (rescue from dofetilide block), less the hit threshold, % at 10 µM. 0.51% of 310,000 active. AID 1511, 2009;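 active = activation above the mean of controls blocked by dofetilide plus 5 SD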;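 also: thallium influx through hERG after potassium depolarization seen as dye fluorescence rise; in these data hits start at about 4.7%; inactives centre near -7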
GSK3beta inhib – human GSK3beta kinase inhibitors, primary screen, biochemical, cell-free homogeneous, HTS; activity score (negative = inhibition), % at 10 µM; AID 2097, 2009; GST-GSK3beta kinase, ADP-Glo luminescence, 60 min; hits give low values; 0.038% of 300,000 active;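 active = more than half of replicate wells score below -50%, meaning over 50% inhibition versus plate controls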;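 also: 0% = median DMSO wells and -100% = median GW8510 positive control wells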
Target sequence (P49841 whole entry, looked up): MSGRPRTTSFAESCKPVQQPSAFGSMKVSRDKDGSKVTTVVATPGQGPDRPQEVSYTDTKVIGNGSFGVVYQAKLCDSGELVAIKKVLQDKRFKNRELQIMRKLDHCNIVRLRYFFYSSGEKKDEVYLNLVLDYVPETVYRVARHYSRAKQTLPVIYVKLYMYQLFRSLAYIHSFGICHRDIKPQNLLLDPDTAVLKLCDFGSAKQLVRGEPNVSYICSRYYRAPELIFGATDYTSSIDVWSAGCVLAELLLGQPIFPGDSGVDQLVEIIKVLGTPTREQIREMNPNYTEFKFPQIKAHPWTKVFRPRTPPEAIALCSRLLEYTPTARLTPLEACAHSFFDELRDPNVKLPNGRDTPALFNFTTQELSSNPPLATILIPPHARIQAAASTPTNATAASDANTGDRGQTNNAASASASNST
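Assay system: GST-tagged human GSK3beta kinase, cell-free; Input: 1.6 ng GSK3beta; Medium: Tris/MgCl2 kinase buffer; Timing: 60 min enzyme reaction, room temperature; Signal: ADP-Glo luminescence quantifying ADP generated by kinase; Evaluation: score relative to plate controls; Benchmarks: DMSO neutral wells and GW8510 at 20 µM as positive.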
* marks the source's active call; other numbers are inactive results; i = inactive; nt = not tested or not shown. The list is partial; count on the stated rates, not on these rows.

structure,KCNK3 inh,PolyA inhibitor,RGS4 pot,KCNQ1 block,HDAC3 inh,KCNQ1 act,DYRK1A inh,KCNK9 inh,GSK3A inh,hERG rescue,GSK3beta inhib
COCC(=O)NC1CCN(S(=O)(=O)c2ccc(C(=O)O)cc2)CC1,i,i,i,i,6,i,20,i,-4,-10,1
COc1ccc(C(C)N2CC34C=CC(O3)C(C(=O)O)C4C2=O)cc1 (stereo unspecified),i,i,i,i,0,i,1,i,2,-9,-26
COC(=O)c1ccc(COc2ccccc2/C=C(\C#N)C(=O)NC(C)C)cc1,i,i,i,i,nt,i,1,i,nt,-2,-1
CC(=O)N1c2ccc(S(=O)(=O)NCC3CCC(C(=O)N4CCC(C)CC4)CC3)cc2CC1C (stereo unspecified),i,i,i,i,3,i,5,i,-2,-10,0
O=C(NC1=NCCS1)c1cccc(N2C(=O)c3ccccc3C2=O)c1,i,i,i,i,-1,i,6,i,1,-18,-1
O=C(O)C1CCCCC1C(=O)NCc1ccncc1 (stereo unspecified),i,i,i,i,-3,i,-4,i,2,-4,5
CCc1ccccc1NC(=O)Cn1nnc(-c2cccs2)n1,i,i,i,i,-7,i,-6,i,-2,-4,-1
Cc1ccccc1C(=O)NC1CCSC1=O (stereo unspecified),i,i,i,i,-6,i,3,i,-3,-5,-2
CC(C)c1cccc(C(C)C)c1NC(=O)CCl,i,i,i,i,-6,i,4,i,-1,-11,-9
O=C(CCc1nc2ccccc2c(=O)[nH]1)OCC(=O)c1ccc(C2CCCCC2)cc1,i,i,i,i,1,i,1,i,-1,-3,1
N#Cc1c(NC(NC(=O)c2ccco2)C(=O)c2ccccc2)sc2c1CCCC2 (stereo unspecified),i,i,i,i,16,i,-1,i,-3,-3,0
CC1=C/C(=C(/c2cc(C)c(O)c(Br)c2)c2ccccc2S(=O)(=O)O)C=C(Br)C1=O,i,i,i,i,7,i,12,i,9,-6,-6
COc1cccc(N2CCN(CC(=O)Nc3ccc(-n4cnnn4)cc3)CC2)c1,i,i,i,i,-11,i,1,i,2,-14,-1
CCCn1c(=O)c2c(c3ccccc31)OCC(=O)N2,i,i,i,i,10,i,1,i,0,-4,-2
CC(=O)Nc1ccc(NS(=O)(=O)c2ccccc2)c2ccccc12,i,i,i,i,-1,i,-1,i,2,2,-2
Cn1nc(C(F)(F)F)c(/C=N/OC(=O)c2ccccc2)c1Sc1ccc(Cl)cc1,i,i,i,i,-4,i,-2,i,-2,-8,-2
CCOC(=O)C1=C(C)n2c(s/c(=C3\C(=O)Nc4ccccc43)c2=O)=NC1c1ccc(OC)cc1 (stereo unspecified),i,i,i,i,8,i,2,i,-1,-10,0
C=CCn1c(SCC(=O)Nc2ccc(C)cc2C)nnc1-c1cccnc1,i,i,i,i,-2,i,7,i,nt,-10,1
CCN(CC)C(=O)Sc1cccc2cccnc12,i,i,i,i,-6,i,5,i,2,-7,-1
Cc1ccc(S(=O)(=O)N(C)c2ccc(C(=O)N3CCc4ccccc4C3)cc2)cc1,i,i,i,i,-1,i,3,i,0,-9,2
O=C(NCC1CCCO1)c1ccc(NC(=O)C2CCCCC2C(=O)O)cc1 (stereo unspecified),i,i,i,i,-7,i,-4,i,-3,-9,-8
C/C=C/c1ccc(OCCCCOc2ccccc2F)c(OC)c1,i,i,i,i,6,i,-3,i,-2,-9,2
FC(F)(F)c1cnc(Oc2ccccc2-c2nnc(-c3ccc(Cl)cc3)o2)c(Cl)c1,i,i,i,i,2,i,-3,i,1,-7,1
COc1cc(CNC(C)(C)C)ccc1OCC(=O)NC(C)(C)C,i,nt,i,i,-2,i,nt,i,-4,-8,2
O=C(Cc1ccccc1)N/N=C/c1cccc([N+](=O)[O-])c1,i,i,i,i,6,i,-4,i,-4,-9,-3
COc1ccc(C(=O)CCc2nc3ccccc3s2)cc1,i,i,i,i,3,i,9,i,1,-4,0
COc1ccc(CCNc2nc(-c3sc(N)nc3C)cs2)cc1OC,i,i,i,i,-4,i,16,i,4,-26,2
CC(C)Oc1ccccc1/C=N/Nc1ccccc1[N+](=O)[O-],i,i,i,i,-2,i,2,i,-2,-7,1
CC(=O)c1cnc(SCCN2C(=O)c3ccccc3C2=O)nc1C,i,i,i,i,-3,i,-1,i,-1,-14,9
O=S(=O)(NC1CCCCC1)c1cccs1,i,i,i,i,-3,i,1,i,-2,-3,-2
Cc1ccc(NC2=NC3(CCCC3)N=C(N)N2)c(C)c1,i,i,i,i,-1,i,nt,i,-2,-18,3
Cc1ccc(NC(=O)C2CCN(S(=O)(=O)c3ccc4[nH]c(=O)ccc4c3)CC2)c(C)c1,i,i,i,i,8,i,5,i,-3,-5,2
N#CCCN1CCN(C(=S)c2ccc(-c3cc(Cl)ccc3Cl)o2)CC1,i,i,i,i,1,i,-7,-7.8*,-2,-4,1
Cc1ccc(N(C(=O)CNC(=O)c2ccco2)C(C(=O)NC2CCCCC2)c2cccnc2)cc1 (stereo unspecified),i,i,i,i,-5,i,4,i,-3,-5,-1
COC(=O)CC1C(=O)NCCN1C(=S)Nc1cccc(C)c1 (stereo unspecified),i,i,i,i,-2,i,-5,i,-2,-5,-5
COc1cccc(/C=N/NC(=O)CSCC(=O)Nc2ccccc2)c1O,i,i,i,i,1,i,3,i,1,-5,3
CN1C(=O)CSC1=Nc1cccc(C(=O)O)c1,i,i,i,i,-5,i,nt,i,1,-5,4
O=C(CSc1nc(C2CC2)nc2ccccc12)N1c2ccccc2Sc2ccc(C(F)(F)F)cc21,i,i,i,i,2,i,1,i,-1,-10,-1
CCOC(=O)c1ccc(NC(=O)c2ccc[n+]([O-])c2)cc1,i,i,i,i,1,i,1,i,-2,-2,1
O=S(=O)(c1cccs1)N1CCC2(CC1)OCCN2S(=O)(=O)c1ccccc1,i,i,i,i,3,i,7,i,-2,-7,4
O=C(CN(CCc1ccccc1)C(=O)CNS(=O)(=O)c1ccc(F)cc1)NCc1ccco1,i,i,i,i,-4,i,-1,i,0,-10,-1
COC(=O)c1ccccc1Sc1ncnc2onc(C)c12,i,i,i,i,5,i,-3,i,0,-19,1
O=C(Cn1cnc2c(cnn2-c2ccccc2)c1=O)N1CCN(c2ccc(F)cc2)CC1,i,i,i,i,-8,i,-3,i,-1,-8,-2
O=C(Cn1nnc(-c2ccccc2)n1)N/N=C/c1cccc([N+](=O)[O-])c1O,i,i,i,i,-1,i,-2,i,0,-4,2

By substructure, those above containing a halogen (9)
structure,KCNK3 inh,PolyA inhibitor,RGS4 pot,KCNQ1 block,HDAC3 inh,KCNQ1 act,DYRK1A inh,KCNK9 inh,GSK3A inh,hERG rescue,GSK3beta inhib
CC(C)c1cccc(C(C)C)c1NC(=O)CCl,i,i,i,i,-6,i,4,i,-1,-11,-9
CC1=C/C(=C(/c2cc(C)c(O)c(Br)c2)c2ccccc2S(=O)(=O)O)C=C(Br)C1=O,i,i,i,i,7,i,12,i,9,-6,-6
Cn1nc(C(F)(F)F)c(/C=N/OC(=O)c2ccccc2)c1Sc1ccc(Cl)cc1,i,i,i,i,-4,i,-2,i,-2,-8,-2
C/C=C/c1ccc(OCCCCOc2ccccc2F)c(OC)c1,i,i,i,i,6,i,-3,i,-2,-9,2
FC(F)(F)c1cnc(Oc2ccccc2-c2nnc(-c3ccc(Cl)cc3)o2)c(Cl)c1,i,i,i,i,2,i,-3,i,1,-7,1
N#CCCN1CCN(C(=S)c2ccc(-c3cc(Cl)ccc3Cl)o2)CC1,i,i,i,i,1,i,-7,-7.8*,-2,-4,1
O=C(CSc1nc(C2CC2)nc2ccccc12)N1c2ccccc2Sc2ccc(C(F)(F)F)cc21,i,i,i,i,2,i,1,i,-1,-10,-1
O=C(CN(CCc1ccccc1)C(=O)CNS(=O)(=O)c1ccc(F)cc1)NCc1ccco1,i,i,i,i,-4,i,-1,i,0,-10,-1
O=C(Cn1cnc2c(cnn2-c2ccccc2)c1=O)N1CCN(c2ccc(F)cc2)CC1,i,i,i,i,-8,i,-3,i,-1,-8,-2

Bioassay records as filed in PubChem.
